ATXN2 expr inh: Primary qHTS for Inhibitors of ATXN expression; HEK-293 ATXN2-luciferase reporter, luminescence, 24 h; Potency, µM (top dose mostly 57 µM), for inactives: top-dose activity change, negative = inhibition, most hits filed as inhibitors; actives 0.72% (n = 360,000); note: nearly all actives have a fitted effect of over 55% in size
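qHTS (up to 57 uM final) was run with 24 h compound exposure of reporter cells at 37 °C. Each well was multiplexed: SteadyGlo luminescence measured ATXN2-luciferase expression after a fluorogenic Gly-Phe-AFC viability readout (25 uM final).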
KB-V1 cytotox: qHTS assay for MDR1-selective chemotherapeutics: Primary screen using the drug-selected MDR subline cells KB-V1; KB-V1 MDR cells viability, CellTiter-Glo, 72 h; Potency, µM (highest dose often 46.1 µM), inactives show at the highest dose activity change, negative = cytotoxicity, actives largely listed as cytotoxic; actives 3.4% (n = 400,000); AID 1347076, 2019; note: nearly all actives have a fitted effect of over 60% in size
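KB-V1, DMEM (no phenol red) + 10% FBS; cpd pin-transferred, titration series; 72 h, 37 degrees C; CellTiter-Glo, luminescence. Data normalized, curve-fit.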
KB-3-1 cytotox: qHTS assay for MDR1-selective chemotherapeutics: Primary screen using the parental adenocarcinoma cell KB-3-1; KB-3-1 viability, CellTiter-Glo ATP luminescence, 72 h; Potency, µM (top dose mostly 46.1 µM), for the others: top-dose activity change, negative = cytotoxic, most hits filed as cytotoxic; actives 1.4% (n = 400,000); AID 1347075, 2019; note: nearly all actives have a fitted effect of over 60% in size
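Parental KB-3-1 viability, qHTS format: 72 h compound exposure, 37 °C; CellTiter-Glo; media-only wells and DMSO plates as controls; concentration-effect fits on corrected data.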
* hit, by the source's call; ? = inconclusive; [ ] = remark or other dose. Calls come from the whole dose curve; as a rule, active = well fitted curve in the direction sought with a large enough effect; inconclusive = small, poorly fitted or top-dose-only effect, or another doubt; inactive = no such curve, though single readings can be large; an effect the other way counts as inactive or inconclusive. % is set by controls: 0 for no effect and ±100 for the full control effect; potency is the fitted concentration of half-maximal effect.

Order of results – ATXN2 expr inh | KB-V1 cytotox | KB-3-1 cytotox
Cc1nc(-c2ccc(Cl)cc2)sc1CCNC(=O)C(=O)Nc1ccc2c(c1)OCO2
→ 8% | 9% | 9%
COc1ccc(-c2ccc(=O)n(CC(=O)Nc3ccc(N(C)C)cc3)n2)cc1
→ 20% | -22% | -1%
COc1ccc(-n2c(=O)c3ccc(C(=O)NCc4ccc(C)cc4)cc3n(Cc3ccc(Cl)cc3)c2=O)cc1
→ 12% | 29% | 11%
CC(=O)N1CCc2cc(S(=O)(=O)NC(CC(C)C)C(=O)NCc3ccccc3Cl)ccc21 (stereo not given)
→ -5% | 0% | ?
CCc1nn2c(=O)cc(COC(=O)c3ccc4c(c3)OCO4)nc2s1
→ -6% | ? | 2%
O=C(Cc1ccccc1)Nc1cc(-c2nc3cc(Cl)ccc3o2)ccc1Cl
→ 37% | -3% | 3%
CCCCC(=O)Nc1cc(-c2nc3ccccc3o2)ccc1OC
→ -27% | -5% | -1%
CCCNC(=O)C1CCC(Cn2c(=O)c3sccc3n(Cc3ccccc3F)c2=O)CC1 (stereo not given)
→ -1% | 1% | 3%
Cc1ccc(NC(=O)CCS(=O)(=O)c2cc(Br)cc3c2N(C(=O)C2CC2)CC3)cc1
→ 5% | -3% | 5%
O=C(c1ccc2c(c1)N(Cc1cccc(F)c1)C(=O)c1ccccc1S2)N1CCCC1
→ ? | -10% | 1%
COCCn1c(SCC(=O)c2c(C)[nH]c3ccccc23)nc2cc(C(=O)NC(C)C)ccc2c1=O
→ 15% | 4% | 6%
Cc1nnc(NC(=O)CSc2nc3c([nH]c4ccccc43)c(=O)n2-c2ccc(Cl)cc2)s1
→ 5% | 0% | -1%
CCOc1ccccc1NC(=O)CSc1nc2cc(OC)c(OC)cc2c2nc(-c3ccccc3)nn12
→ 1% | 20% | -6%
CSc1ncc(C(=O)NCc2ccccc2)c(-c2ccccc2)n1
→ 6% | 0% | -1%
COc1ccc(CCNC(=O)Cn2c(=O)cc(C(F)(F)F)c3c(C)nn(C)c32)c(OC)c1
→ 11% | -7% | -1%
COc1cc(C(=O)Nc2ccc(Cl)c(-c3nc4ncccc4o3)c2)cc(OC)c1OC
→ -33% | -40% | 2%
O=C(Nc1ccccc1F)C1CCN(S(=O)(=O)c2ccc3c(c2)CCCN3C(=O)C2CCC2)CC1
→ -21% | 0% | -27%
COc1ccc(CCNC(=O)CCc2c(C)nc3c(c(C)nn3-c3ccccc3)c2C)c(OC)c1
→ 5% | -11% | 7%
CCOc1ccccc1CNC(=O)C1CCN(S(=O)(=O)c2cccc3nonc23)CC1
→ 0% | 9% | 2%
COc1ccc(OC)c(Nc2nc3ccccc3n3c(C)nnc23)c1
→ 4% | 23% | -4%
O=C(NCc1ccccc1F)C1CCN(c2nnc(-n3cccc3)s2)CC1
→ 25% | 3% | 10%
O=C(c1ccc2c(c1)N(Cc1c(F)cccc1Cl)C(=O)c1ccccc1S2)N1CCOCC1
→ -11% | 0% | 0%
COC(=O)c1scc(-c2ccc(C)cc2)c1S(=O)(=O)Nc1cc(Cl)c(OC)cc1OC
→ -35% | -4% | -1%
Cn1cc(S(=O)(=O)N2CCCCCC2)cc1C(=O)NCc1ccccc1Cl
→ -29% | -7% | 0%
COC(=O)Cn1c(=O)c2cccn2c2ccc(F)cc21
→ 5% | 2% | -5%
COc1ccc(S(=O)(=O)Nc2ccc3oc4c(c3c2)C(=O)CC(C)(C)C4)cc1
→ -12% | 18µM* | ?
CCCCc1nnc(SCc2cc(=O)c3cc(C(=O)OCC)ccc3[nH]2)n1C
→ 7% | 0% | 4%
O=C(CCn1cnnn1)Nc1cc(C(F)(F)F)cc(C(F)(F)F)c1
→ 0% | ? | ?
Cc1nnc(NC(=O)CSCc2cc(=O)c3cc(Cl)ccc3[nH]2)s1
→ 10% | ? | 7%
COCCNC(=O)C(=O)Nc1ccc2nc3n(c(=O)c2c1)CCCCC3
→ 15% | ? | ?
Cc1ccc(SCc2nc(-c3ccc(C(=O)NCCc4ccc(Cl)cc4)cc3)oc2C)cc1
→ -8% | 3% | 20%
O=C(Nc1c(-c2ccccc2)nc2ccccn12)c1ccc(Br)cc1
→ -25% | -8% | -2%
Cc1ccc(CNC(=O)Cn2c(=O)n(Cc3ccccc3)c(=O)c3sc4ccccc4c32)cc1
→ 7% | ? | -1%
CCc1nc(-c2cc(S(=O)(=O)N3CCN(c4ccccc4)CC3)ccc2OC)no1
→ -5% | 1% | 0%
CCOC(=O)c1c(-c2ccc(C)cc2)csc1NC(=O)c1cc(-c2ccc(OC)cc2)on1
→ 3% | 0% | -2%
COc1cccc(CNC(=O)C2CCCN(c3nnc(-n4c(C)ccc4C)s3)C2)c1 (stereo not given)
→ -14% | -18% | -11%
Cc1nn(CC(=O)NCc2ccco2)c(=O)c2cc3ccccc3n12
→ 7% | 5% | 1%
Cc1ccc(NC(=O)CN2CCSc3ccc(S(=O)(=O)N4CCCC4)cc32)cc1
→ -10% | 12µM* | -29%
O=S(=O)(c1ccc(-c2cnc(C3CC3)o2)cc1)N1CCN(c2ccccc2F)CC1
→ -6% | -5% | 4%
CCOc1ccc(CC(=O)N2CCc3cc(OC)c(OC)cc3C2COc2ccc3c(C)cc(=O)oc3c2)cc1 (stereo not given)
→ 1% | -17% | -11%
CCc1ccc(-n2nc(C)c3c(C(=O)Nc4ccc(Cl)cc4)cc(C)nc32)cc1
→ 13% | 6% | 3%
Cc1ccc(NC(=O)C(=O)NCC(c2cccnc2)N2CCN(C)CC2)cc1C (stereo not given)
→ -6% | 20% | -4%
Cc1ccc(S(=O)(=O)c2c(O)cc(C)c(NS(=O)(=O)c3ccc(Br)cc3)c2C)cc1
→ ? | ? | ?
Cc1ccc2c(=O)cc(C(=O)Nc3ccc(S(=O)(=O)N(C)Cc4ccccc4)cc3)oc2c1C
→ -8% | 6% | -26%
COc1ccc(NC(=O)C2COc3ccccc3C2)cc1Cl (stereo not given)
→ -8% | 12% | 4%
Cc1nn(C)c2c1c(C(F)(F)F)cc(=O)n2C(C)C(=O)Nc1ccccc1F (stereo not given)
→ -3% | -4% | -11%
COc1ccc(NC(=O)c2oc3ccccc3c2NC(=O)Cc2cccs2)cc1
→ 5% | ? | 0%
O=c1c2sc3ccccc3c2n(Cc2ccccc2)c(=O)n1CCc1ccccc1
→ 8% | 0% | 0%
CCCn1cc(S(=O)(=O)c2ccc(OCC)cc2)c(=O)c2cc(C)ccc21
→ 4% | -4% | 6%
CCc1cc(C(=O)Nc2cnn(Cc3ccc(F)cc3)c2)no1
→ -20% | -28% | -18%
CCN(CCCNC(=O)c1cc2c(=O)n(CC)c3ccccc3c2s1)c1ccccc1
→ -5% | -4% | -2%
N#Cc1c(Nc2cccc(F)c2)sc(C(=O)c2ccc(Cl)cc2)c1N
→ 24% | -14% | 4%
CCC1=Nc2cc(C(=O)NCCc3ccc(OC)c(OC)c3)ccc2Sc2ccccc21
→ ? | -10% | 5%
COc1cccc(-n2c(SCC(=O)N3CCc4ccccc43)nc3c([nH]c4ccccc43)c2=O)c1
→ 10% | ? | 15%
COc1ccc(-n2c(CC3C(=O)Nc4ccc(C)cc43)nc3ccccc3c2=O)cc1 (stereo not given)
→ -5% | 6% | 3%
CCCCSc1nc2sc3c(c2c(=O)n1-c1ccccc1C)CC(C)(C)OC3
→ 1% | ? | -22%
COc1ccccc1NC(=O)c1sc2nc(C)c(C(=O)Nc3ccc(C)cc3C)c(-c3cccs3)c2c1N
→ -2% | ? | -1%
COc1cc2ccccc2cc1C(=O)N1CCN(c2nc3c(F)cc(F)cc3s2)CC1
→ ? | 6% | -4%
CCN(CC)CC(C)CNC(=O)c1cc(-c2ccc(Br)s2)nc2ccccc12 (stereo not given)
→ 28µM* | ? | ?
COc1ccc(S(=O)(=O)N(CCc2ccccc2)CC(=O)Nc2ccc(C)c(C)c2)cc1OC
→ ? | -8% | 3%

Compound profiles, as listed above:
`COc1ccc(-n2c(CC3C(=O)Nc4ccc(C)cc43)nc3ccccc3c2=O)cc1` (stereo not given) as listed: ATXN2 expr inh: -5%; KB-V1 cytotox: 6%; KB-3-1 cytotox: 3%
`COc1cc2ccccc2cc1C(=O)N1CCN(c2nc3c(F)cc(F)cc3s2)CC1` as listed: ATXN2 expr inh: ?; KB-V1 cytotox: 6%; KB-3-1 cytotox: -4%

Next part
Order of results – ATXN2 expr inh | KB-V1 cytotox | KB-3-1 cytotox
Cc1ccc(Nc2sc(C(=O)c3ccccc3)c(N)c2C(=O)NC(C)C)cc1
→ -5% | 0% | -12%
CCCCN(Cc1ccco1)C(=O)Cn1ncc2c([nH]c3ccccc32)c1=O
→ -18% | -13% | -13%
Cc1ccccc1N1CCN(S(=O)(=O)c2nnc(NC(=O)c3ccc(C(C)C)cc3)s2)CC1
→ 18% | 7% | 8%
COc1ccc(-c2noc(-c3ccc(N4CCCC4)c([N+](=O)[O-])c3)n2)cc1
→ 21% | 3% | -1%
CCOC(=O)c1c(NC(=O)/C=C/c2ccc(OCC)cc2)sc(C(C)=O)c1C
→ 2% | 5% | 16%
CC(C)OCCCNC(=O)CN1C(=O)COc2ccc(S(=O)(=O)N3CCOCC3)cc21
→ 4% | 18% | -10%
COc1ccc(C2C=C(c3ccccc3)Nc3nc(NC(=O)/C=C/c4ccc(Cl)cc4)nn32)cc1 (stereo not given)
→ 2% | -1% | -18%
COc1ccc(NC(c2ccc(F)cc2)c2nnc(-c3ccccc3Cl)o2)cc1Cl (stereo not given)
→ -9% | 8% | -2%
CCOc1ccc(NC(=O)CCCc2nc(-c3cccc(OC)c3)no2)cc1
→ -11% | 5% | 0%
Cc1nnc2c3ccccc3nc(N3CCN(c4ccccc4)CC3)n12
→ -3% | 4% | -3%
CCOC(=O)c1c(C)[nH]c(C)c1S(=O)(=O)N1CCCC(C(=O)Nc2cccc(CC)c2)C1 (stereo not given)
→ -6% | 8% | -12%
CCn1c(=N)c(C(=O)NC2CCCC2)cc2c(=O)n3cc(C)ccc3nc21
→ 3% | 28% | 23%
Cc1cc(C)c(NC(=O)C(C)n2c(=O)cc(-c3ccccc3)c3c(C)nn(C)c32)c(C)c1 (stereo not given)
→ 12% | -5% | 2%
COc1ccccc1NC(=O)C1=C(C)Nc2nc(SCc3ccccc3F)nn2C1c1ccncc1 (stereo not given)
→ 3% | 0% | -5%
COc1ccc2c(c1)c1c(c(=O)n(-c3cccc(C)c3)c(=O)n1CC(=O)NCc1ccc(C)cc1)n2C
→ -7% | ? | 16%
Cc1ccc(Cl)cc1-n1ncc2c(N3CCC(C)CC3)ncnc21
→ -12% | 5% | -14%
COc1cc2c(cc1OC)C(COc1ccc3c(C)cc(=O)oc3c1)N(C(=O)c1ccc(Cl)cc1)CC2 (stereo not given)
→ 4% | 4% | -8%
CCOc1ccc(C(=O)Oc2c(Sc3ccccc3)c(C)nn2C(C)(C)C)cc1OCC
→ -19% | 4% | 3%
CCOc1ccc(C2CC(=O)c3c([nH]c(C(=O)OC4CCCCCC4)c3C)C2)cc1 (stereo not given)
→ 5% | 1% | -4%
COc1ccc(Br)cc1CNCc1c(C(=O)O)c(C)n(Cc2ccccc2C)c1C
→ 1% | ? | 0%
Cc1ccc(-c2nc(-c3cc4cccc(OCc5ccc(F)cc5)c4oc3=O)no2)cc1
→ 4% | ? | 10%
CC(=O)Nc1nonc1-c1nnc(SCC(=O)Nc2ccccc2)n1-c1ccccc1
→ -3% | -5% | 13%
CCC1CCCCN1C(=O)Cn1c(=O)n(CCCCCC(=O)NCc2ccccc2)c(=O)c2sccc21 (stereo not given)
→ 0% | 15% | 14%
Cc1sc2ncn(CC(=O)N(C)c3ccc(C(C)C)cc3)c(=O)c2c1S(=O)(=O)N1CCC(C)CC1
→ 4% | 17% | 6%
CC(NC(=O)Cc1ccc(NC(=O)N2CCCCc3ccccc32)cc1)c1ccccc1 (stereo not given)
→ -6% | 12% | 8%
O=S(=O)(c1cccc(Cl)c1)c1nnn2c1nc(NCc1ccc3c(c1)OCO3)c1sccc12
→ -7% | ? | -10%
Cn1nnnc1SCCCNCc1ccccc1OCc1ccccc1F
→ -16% | -17% | -9%
Cc1ccc(C)c(CN2C(=O)c3ccccc3S(=O)(=O)c3ccc(C(=O)Nc4ccccc4C(F)(F)F)cc32)c1
→ 6% | -27% | 6%
COC(=O)C1CCN(c2csc3ccc(C)cc3c2=O)CC1
→ 42%[activator] | ? | 12%

Some of the entries above in another layout:
| SMILES | ATXN2 expr inh | KB-V1 cytotox | KB-3-1 cytotox |
| --- | --- | --- | --- |
| COc1ccc(Br)cc1CNCc1c(C(=O)O)c(C)n(Cc2ccccc2C)c1C | 1% | ? | 0% |
| CC(=O)Nc1nonc1-c1nnc(SCC(=O)Nc2ccccc2)n1-c1ccccc1 | -3% | -5% | 13% |

Source: PubChem BioAssay

Only part of the results is shown; the hit share may differ from the screen's.
